# BLM inh: Bloom syndrome helicase (human) inhibition. AID 2528. P54132. recombinant BLM DNA unwinding, fluorescence dequenching. 350,000 tested, 0.2% active. Potency, µM (series often up to 56.1 µM), for inactives: top-dose activity change, negative = inhibition, most hits filed as inhibitors;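 note: potency is the fitted concentration of half-maximal effect; plate controls were vehicle for no effect and no enzyme for full effect; nearly all actives have a fitted effect of over 35% in size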
# APEX1 inh: blocks human APE1 abasic DNA cleavage; P27695; recombinant APE1, TAMRA/BHQ-2 abasic DNA cleavage fluorescence; Potency, µM (highest dose often 65.8 µM), for inactives: at the top dose activity change, negative = inhibition, actives largely listed as inhibitors; 350,000 tested, 0.35% active;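 note: potency is the fitted concentration of half-maximal effect; plate controls were vehicle for no effect and reference inhibitor for full effect; nearly all actives have a fitted effect of over 55% in size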
# Target sequence (P27695 whole entry, looked up): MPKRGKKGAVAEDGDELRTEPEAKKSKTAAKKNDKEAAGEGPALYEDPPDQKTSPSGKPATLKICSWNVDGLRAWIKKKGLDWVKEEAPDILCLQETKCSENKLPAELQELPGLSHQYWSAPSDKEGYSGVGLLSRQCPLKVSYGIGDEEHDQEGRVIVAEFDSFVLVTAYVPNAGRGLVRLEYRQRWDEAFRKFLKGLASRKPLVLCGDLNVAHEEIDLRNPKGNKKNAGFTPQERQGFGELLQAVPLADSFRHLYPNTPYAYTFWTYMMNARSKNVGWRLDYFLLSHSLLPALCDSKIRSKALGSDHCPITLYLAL
#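 APE1 at 0.75 nM preincubated 15 min at room temperature with compound. Reaction then started with 50 nM double-stranded THF-abasic substrate labelled with TAMRA/BHQ-2, and 525/598 nm fluorescence read kinetically. Activity taken as third-minus-first read difference, normalized to DMSO and NSC13755 controls.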
# Pol kappa inh: DNA polymerase kappa (human) inhibition | Q9UBT6 | purified Pol kappa, fluorescent DNA synthesis assay, 10 min | Potency, µM (doses to about 107 µM), inactives show top-dose activity, negative = inhibition, most hits filed as inhibitors | 400,000 tested, 0.53% active; note: potency is the fitted concentration of half-maximal effect; % is set by controls: 0 for no effect and ±100 for the full control effect
#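 Inhibition of 10 nM Pol kappa is measured by a fluorescent read-out at 0 and 10 min following addition of 50 nM substrate (final), with a 15-min room-temperature compound preincubation.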
# Anesthetic bind: binds horse apoferritin like a general anesthetic; 350,000 tested, 0.074% active; Potency, µM (titrated, usually from 77.5 µM), without a hit: at the highest dose activity change, negative = displacement, hits mostly inhibitors; apoferritin/1-aminoanthracene competitive binding, fluorescence; P02791; note: potency is the fitted concentration of half-maximal effect; % is set by controls: 0 for no effect and ±100 for the full control effect; nearly all actives have a fitted effect of over 20% in size
# Target sequence (P02791 2-175 limits assumed): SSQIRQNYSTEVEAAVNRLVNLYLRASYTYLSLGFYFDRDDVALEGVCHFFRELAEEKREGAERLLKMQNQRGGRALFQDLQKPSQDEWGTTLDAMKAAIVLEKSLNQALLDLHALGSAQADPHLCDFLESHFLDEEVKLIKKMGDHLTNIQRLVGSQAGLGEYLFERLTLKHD
#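 Probe: 1-aminoanthracene (50% saturated, PBS). Protein: horse-spleen apoferritin, 10 uM. Incubation: 10 min, room temperature. Detection: 380 nm excitation, 535 nm emission. Analysis: normalized response, four-parameter Hill.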
# RXFP1 antag: blocks the human relaxin receptor RXFP1. 350,000 tested, 0.59% active. Q9HBX9. activity change, negative = inhibition, % at 57.5 µM. HEK293-RXFP1, relaxin-stimulated cAMP HTRF, 30 min; stronger effect = lower value;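 active = activity change of -60% or lower, but not beyond a set lower limit; inconclusive = change between -60% and -40%, or beyond the set limit; inactive = change above -40%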; note: % is set by controls: 0 for no effect and ±100 for the full control effect
# Pol iota inh: DNA polymerase iota (human) inhibition; Q9UNA4; 390,000 tested, 1% active; Potency, µM (titrated, usually from 115 µM), for inactives: at the highest dose activity, negative = inhibition, usual class: inhibitors; Pol iota fluorescent replication assay, 10 min; note: potency is the fitted concentration of half-maximal effect
#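 Pol iota at 10 nM preincubated 15 min with compounds at room temperature; reaction started with fluorescent substrate, 50 nM final. Fluorescence read kinetically at 0 and 10 min; buffer-only wells as negative control.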
# Pol beta inh: DNA polymerase beta (human) inhibition; Potency, µM (series often up to 114 µM), without a hit: at the highest dose activity change, negative = inhibition, usual class: inhibitors; P06746; Pol beta primer extension/strand displacement, fluorescence kinetic; AID 485314; 340,000 tested, 1.3% active; note: potency is the fitted concentration of half-maximal effect; % is set by controls: 0 for no effect and ±100 for the full control effect
#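 Reaction started by 50 nM substrate onto compound-treated Pol beta (10 nM, 15 min preincubation, room temperature); plates read at 0 min and 10 min. Normalized concentration-effect data fitted by four-parameter Hill equation.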
# Pol eta inh: blocks human DNA polymerase eta activity; Q9Y253; recombinant Pol eta, fluorescent DNA replication assay; Potency, µM (highest dose often 114 µM), for the others: top-dose activity change, negative = inhibition, hits mostly inhibitors; 390,000 tested, 1.2% active; AID 588591; note: potency is the fitted concentration of half-maximal effect; % is set by controls: 0 for no effect and ±100 for the full control effect
#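 Pol eta (10 nM) was preincubated with compounds for 15 min at room temperature, after which fluorescent replication substrate (50 nM final) was added to start the reaction. Fluorescence was read kinetically at 0 and 10 min.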
# Tb PGK inh: inhibitors of T. brucei phosphoglycerate kinase | PGK/GAPDH coupled, Kinase-Glo luminescence, 60 min | Potency, µM (series often up to 57.5 µM), without a hit: top-dose activity change, negative = inhibition, hits mostly inhibitors | 380,000 tested, 0.043% active; note: potency is the fitted concentration of half-maximal effect; % is set by controls: 0 for no effect and ±100 for the full control effect; nearly all actives have a fitted effect of over 60% in size
# Target sequence (P07378 whole entry, looked up): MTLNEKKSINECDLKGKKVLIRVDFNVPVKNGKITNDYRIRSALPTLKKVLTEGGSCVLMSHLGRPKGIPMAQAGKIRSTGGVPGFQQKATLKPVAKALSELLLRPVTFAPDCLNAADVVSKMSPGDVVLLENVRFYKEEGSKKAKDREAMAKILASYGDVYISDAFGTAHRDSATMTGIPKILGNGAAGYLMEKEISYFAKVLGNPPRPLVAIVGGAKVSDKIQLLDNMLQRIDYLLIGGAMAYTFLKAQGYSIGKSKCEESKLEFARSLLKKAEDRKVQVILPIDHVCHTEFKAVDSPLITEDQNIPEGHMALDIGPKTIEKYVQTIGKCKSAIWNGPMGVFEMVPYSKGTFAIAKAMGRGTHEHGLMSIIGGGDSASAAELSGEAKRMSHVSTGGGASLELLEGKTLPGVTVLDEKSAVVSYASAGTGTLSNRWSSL
#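 Recombinant glycosomal PGK reaction used 1,3-bisphosphoglycerate generated in-well by GAPDH (100nM final) in 100mM TEA pH 7.6, 5mM MgCl2, 0.01% Tween-20. After 60 minutes at room temperature, ATP was read by Kinase-Glo Plus luminescence end-point.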
# The depositor's hits bear a star; i = inactive; ? = inconclusive; / = no result given; [ ] = another dose, or the depositor's remark. Unless noted, calls come from the whole dose curve; as a rule, active = well fitted curve in the direction sought with a large enough effect; inconclusive = small, poorly fitted or top-dose-only effect, or another doubt; inactive = no such curve, though single readings can be large; an effect the other way counts as inactive or inconclusive.
cpd	compound	BLM inh	APEX1 inh	Pol kappa inh	Anesthetic bind	RXFP1 antag	Pol iota inh	Pol beta inh	Pol eta inh	Tb PGK inh
1	O=C1CC(C(=O)N2CCN(c3ccccn3)CC2)CN1Cc1ccccc1Cl (stereo not given)	/	7%	-19%	/	-11	41%[activator]	/	-22%	6%
2	Cc1ccc(Nc2nc(CSc3nnc(-c4ccc(F)cc4)n3C)cs2)cc1	-6%	-8%	-12%	?	-16	-4%	-7%	-17%	16%
3	Cc1cccc(S(=O)(=O)N2CN(CC3CCCO3)c3nc4ccccc4nc32)c1 (stereo not given)	-10%	10%	-3%	-1%	?	9%	9%	-4%	0%
4	O=C(c1ccncc1)c1nccn1-c1ccccn1	-1%	4%	-4%	-1%	9	-6%	-12%	9%	-8%[11.5 µM]
5	Cc1nnc(N/N=C/c2c[nH]c3ccccc23)[nH]c1=O	-7%	-11%	-5%	-5%	-8	?	-1%	-1%	-10%
6	N#CCCN(Cc1ccccc1)C(=O)Nc1ccc2c(c1)CCO2	0%	-3%	-6%	17%	2	1%	-15%	-19%	-2%
7	COc1ccc(N2CCN(C(=O)c3cc(C)oc3C)CC2)cc1	-3%	15%	-10%	-5%	10	-14%	11%	-4%	-1%
8	CCOc1ccccc1C1CC(=O)NC2=C1C(=O)CC(C)(C)C2 (stereo not given)	3%	-5%	-8%	-9%	-4	18%	2%	-26%	1%
9	O=c1[nH]c(=O)n(C2CCCO2)cc1Br (stereo not given)	-1%	4%	-2%	1%	3	7%	?	-3%	-9%
10	COc1ccc([N+](=O)[O-])cc1N(CC(=O)O)S(C)(=O)=O	-3%	2%	-8%	-4%	12	?	44%	-7%	1%
11	Cc1ccc(C)c(OC(=O)CSc2nnc(CNC(=O)c3ccccc3)o2)c1	-4%	/	11%	-8%	1	8%	-4%	-14%	i
12	COc1ccc(/C=C/C(=O)c2ccc(Cl)cc2)c(OC)c1	-10%	-2%	-6%	-23%	-8	-5%	-10%	-16%	-3%
13	CCN(CC)CCOC(=O)c1cccc(OC)c1	0%	-2%	-3%	7%	-24	8%	-11%	1%	-8%
14	Cc1cc2cc(CN(CC3CCCO3)C(=S)NCc3ccco3)c(=O)[nH]c2cc1C (stereo not given)	-6%	-1%	-13%	-13%	-7	0%	0%	-9%	i
15	Clc1ccc(/C=N/NC2=Nc3cccc4cccc2c34)cc1	-8%	1%	-6%	-10%	-2	-13%	2%	-7%	i
16	CCN(CC)CCNC(=O)C(=O)NCC1OCCN1S(=O)(=O)c1cccs1 (stereo not given)	/	/	4%	/	8	2%	/	-3%	6%
17	CCc1ccccc1N1C(=O)C2C3C=CC(CC3)C2C1=O (stereo not given)	-5%	51%[activator]	2%	-22%	3	-3%	8%	-15%	/
18	COc1cccc2cc(C(=O)OCC(=O)NCc3ccc4c(c3)OCO4)c(=O)oc12	-25%	-2%	8%	-6%	10	26%	-12%	-7%	-4%
19	C/C(=C/C(=O)N1CCc2ccccc21)C(=O)O	-13%	15%	-1%	-12%	18	4%	121%	-14%	6%
20	Cc1ccc(C(=O)CNc2cccc(Cl)c2)cc1	-2%	0%	-4%	-3%	2	16%	-10%	-25%	0%
21	Cc1cc(C)cc(N(CCC#N)C(=O)CN2C(=O)NC3(CCCC3)C2=O)c1	-5%	57%[activator]	-4%	2%	-17	?	3%	-14%	i
22	COc1ccc(-n2cc(CN3CCC(OC)CC3)c(-c3cccc(F)c3)n2)cc1	-9%	-1%	-6%	-15%	-1	-2%	-2%	-8%	-3%
23	N#CCCN(C(=O)COC(=O)CNC(=O)C12CC3CC(CC(C3)C1)C2)c1ccccc1	/	18%	-24%	/	-9	32%[activator]	/	-20%	2%
24	CCOc1ccc(N2C(=O)CC(Cc3cc(C)cc(C)c3)C2=O)cc1 (stereo not given)	-3%	-2%	-13%	-18%	-5	1%	20%	-16%	-9%
25	Cc1ccc(/C=C/C(=O)O)cc1S(=O)(=O)NCCCO	-1%	2%	-3%	25%	-2	16%	0%	-15%	i
26	Fc1cccc(NC(=S)NCc2ccccc2Cl)c1	-5%	3%	-6%	-14%	-4	-27%[58.9 µM]	-18%	-22%	-1%
27	CCOC(=O)c1c(S(=O)(=O)N(C)C2CCCCC2)c(C)n(C)c1C	-1%	13%	1%	-1%	20	2%	7%	2%	0%
28	CCOc1ccc(NC(=O)COc2ccc(C(=O)N3CCC(C(N)=O)CC3)cc2OC)cc1	/	17%	-12%	/	-15	24%	/	-15%	-5%
29	COc1cc(NC(=O)Cc2cccs2)c(C(=O)O)cc1OC	-3%	-4%	-4%	-3%	2	3%	5%	4%	-6%
30	CN1CCN(CC(O)COc2ccc(S(=O)(=O)N3CCOCC3)cc2)CC1 (stereo not given)	/	-21%	3%	/	1	-3%	/	6%	-7%
31	COc1ccc(Br)cc1C(=O)NC(=S)Nc1c(C)n(C)n(-c2ccccc2)c1=O	-2%	18%	-10%	-6%	22	57%[activator]	12%	-2%	8%
32	Cc1cccc(N(Cc2ccccc2)C(=O)c2ccccc2S(C)(=O)=O)c1	-2%	-3%	-16%	-11%	4	-9%	-12%	-1%	8%
33	Cc1cc(Oc2ccccc2)nc(SCC(=O)Nc2ccc(Cl)cc2Cl)n1	-5%	-3%	-18%	-8%	-6	-9%[58.9 µM]	27%	-17%	3%
34	CCc1ccc(NC(=O)Cn2nnc(C(=O)Nc3cc(C)ccc3OC)c2N)cc1	4%	/	-2%	-9%	-8	12%	28%	-10%	i
35	COC(=O)c1ccccc1NC(=O)c1onc(C)c1Cl	3%	11%	-1%	-9%	0	5%	7%	10%	-5%
36	COc1ccc(CN2C(=O)N(c3cccc(C)c3)C(=O)C2CC(=O)Nc2ccc(F)cc2)cc1OC (stereo not given)	-2%	/	-2%	-3%	/	18%	0%	-3%	3%
37	CC(=O)Nc1cccc(NC(=O)C2CCCN2C(=O)Nc2cccc(F)c2)c1 (stereo not given)	-2%	1%	-15%	-18%	8	?	37%	-1%	0%
38	CC(=O)Nc1ccccc1C(=O)C(=O)Nc1ccccc1	-3%	-4%	-6%	15%	10	10%	24%	-2%	-4%
39	CC(C)C(=O)Nc1ccc(NC(=O)c2ccc3c(c2)OCO3)cc1	1%	16%	7%	-5%	11	13%	6%	-16%	-9%
40	Cc1c(Cl)cccc1NC(=S)Nc1ccc2[nH]c(=O)[nH]c2c1	-15%	-3%	-6%	-3%	4	16%	-26%	0%	-3%
41	Cc1nn(C)c(C)c1/C=C/C(=O)O	-2%	2%	-20%	-4%	6	5%	1%	-16%	-7%
42	CSCCC(NS(=O)(=O)c1cc(C(=O)O)ccc1Cl)C(=O)O (stereo not given)	-1%	-2%	-10%	-9%	-5	-18%	4%	-6%	0%
43	Cc1cccc(C)c1NC(=O)CN(C)C(=O)/C=C/c1cccs1	-1%	17%	6%	-5%	3	6%	17%	-12%	0%
44	CC(C)CCNC(=O)CNC(=S)N(CCCN1CCOCC1)Cc1cccs1	1%	4%	-15%	-10%	-1	91%[activator]	2%	4%	2%
45	CC1CCN(Cc2c(C(=O)N/N=C/c3ccc(C(F)(F)F)cc3)nnn2-c2nonc2N)CC1	-4%	57%[activator]	-3%	-1%	-13	38%[activator]	-19%	4%	-9%
46	COc1ccccc1N1C(C)=CC(=C(C#N)c2nc3ccccc3s2)C=C1C	-23%	-5%	-11%	-11%	2	56%[activator]	20%	-16%	6%
47	CC1CCN(c2nnc(-n3cccc3CNc3cccc(F)c3)s2)CC1	-11%	/	-5%	-9%	/	10%	37%	-12%	4%
48	O=C1CC(N2CCN(c3ccc(S(=O)(=O)N4CCCC4)cc3)CC2)C(=O)N1c1ccc(F)cc1 (stereo not given)	-6%	9%	-5%	-9%	-8	12%	23%	-9%	-9%
49	O=C(COc1ccc(Cl)cc1Cl)NCC(=O)N/N=C/c1c[nH]c2ccccc12	-10%	7%	-5%	-13%	30	17%	6%	?	-7%
50	COc1cccc(/C=N/n2c(-c3cc(C)[nH]n3)n[nH]c2=S)c1OC	-2%	-1%	-10%	-7%	9	1%	3%	-14%	-7%
51	O=C(c1cccc(-n2cccc2)c1)N1CCN(S(=O)(=O)c2ccccc2Br)CC1	/	-5%	-5%	/	9	12%	/	-20%	0%
52	Cc1cc(C)n2c(nc3ccccc32)c1C(=O)NN	2%	12%	-14%	5%	0	35%[activator]	-2%	4%	-10%
53	Cc1ccc(C(=O)C2CC2)cc1C	/	/	-10%	/	-2	84%[activator]	/	-11%	3%
54	Cc1csc2nc(O)c(C(=O)NCC3CCCO3)c(=O)n12 (stereo not given)	/	49%[activator]	11%	/	19	-25%	/	-14%	-10%
55	CCN(CC(=O)Nc1c(F)cccc1F)C(=O)CNC(=O)c1ccc2c(c1)OCO2	1%	20%	5%	-13%	4	70%[activator]	3%	-20%	-3%
56	CC(C)(C)Nc1nc(Cl)nc(NC(C)(C)C)n1	0%	2%	-11%	-12%	/	10%	4%	1%	3%
57	CC(OC(=O)c1ccc2c(c1)C(=O)N(Cc1ccncc1)C2=O)C(=O)Nc1cccc(Cl)c1Cl (stereo not given)	-6%	1%	-11%	5%	1	235%[activator]	-18%	-5%	-4%
58	CC1(C)CC2(CC(c3ccc(F)cc3)c3ccc(O)cc3O2)NC(=S)N1 (stereo not given)	-9%	3%	-6%	0%	-19	-12%	0%	4%	-6%

# Ordered by value in Tb PGK inh (smallest number first): some entries from above
No.	Structure	BLM inh	Pol kappa inh	RXFP1 antag	Pol iota inh	Pol eta inh	Tb PGK inh
57	CC(OC(=O)c1ccc2c(c1)C(=O)N(Cc1ccncc1)C2=O)C(=O)Nc1cccc(Cl)c1Cl (stereo not given)	-6%	-11%	1	235%[activator]	-5%	-4%
56	CC(C)(C)Nc1nc(Cl)nc(NC(C)(C)C)n1	0%	-11%	/	10%	1%	3%
46	COc1ccccc1N1C(C)=CC(=C(C#N)c2nc3ccccc3s2)C=C1C	-23%	-11%	2	56%[activator]	-16%	6%

# Only part of the results is shown, so the mix of outcomes need not match the whole.
